Source: PubChem (several laboratories)
p-CIP stab down = p/CIP protein destabilization; F442A p/CIP-EGFP cells, EGFP fluorescence, 16 h; decrease of EGFP signal, % at 10 µM; 290,000 tested, 0.01% active;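 active = EGFP signal decrease of at least 30% at 10 µM or well 3 SD below plate mean, unless failing retest; inactive = the rest, including hits failing retest or dose response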; note: some compounds called inactive have numbers as strong as hits; many of its hits are not listed in these tables
Target sequence (Q05BA5 1-1403): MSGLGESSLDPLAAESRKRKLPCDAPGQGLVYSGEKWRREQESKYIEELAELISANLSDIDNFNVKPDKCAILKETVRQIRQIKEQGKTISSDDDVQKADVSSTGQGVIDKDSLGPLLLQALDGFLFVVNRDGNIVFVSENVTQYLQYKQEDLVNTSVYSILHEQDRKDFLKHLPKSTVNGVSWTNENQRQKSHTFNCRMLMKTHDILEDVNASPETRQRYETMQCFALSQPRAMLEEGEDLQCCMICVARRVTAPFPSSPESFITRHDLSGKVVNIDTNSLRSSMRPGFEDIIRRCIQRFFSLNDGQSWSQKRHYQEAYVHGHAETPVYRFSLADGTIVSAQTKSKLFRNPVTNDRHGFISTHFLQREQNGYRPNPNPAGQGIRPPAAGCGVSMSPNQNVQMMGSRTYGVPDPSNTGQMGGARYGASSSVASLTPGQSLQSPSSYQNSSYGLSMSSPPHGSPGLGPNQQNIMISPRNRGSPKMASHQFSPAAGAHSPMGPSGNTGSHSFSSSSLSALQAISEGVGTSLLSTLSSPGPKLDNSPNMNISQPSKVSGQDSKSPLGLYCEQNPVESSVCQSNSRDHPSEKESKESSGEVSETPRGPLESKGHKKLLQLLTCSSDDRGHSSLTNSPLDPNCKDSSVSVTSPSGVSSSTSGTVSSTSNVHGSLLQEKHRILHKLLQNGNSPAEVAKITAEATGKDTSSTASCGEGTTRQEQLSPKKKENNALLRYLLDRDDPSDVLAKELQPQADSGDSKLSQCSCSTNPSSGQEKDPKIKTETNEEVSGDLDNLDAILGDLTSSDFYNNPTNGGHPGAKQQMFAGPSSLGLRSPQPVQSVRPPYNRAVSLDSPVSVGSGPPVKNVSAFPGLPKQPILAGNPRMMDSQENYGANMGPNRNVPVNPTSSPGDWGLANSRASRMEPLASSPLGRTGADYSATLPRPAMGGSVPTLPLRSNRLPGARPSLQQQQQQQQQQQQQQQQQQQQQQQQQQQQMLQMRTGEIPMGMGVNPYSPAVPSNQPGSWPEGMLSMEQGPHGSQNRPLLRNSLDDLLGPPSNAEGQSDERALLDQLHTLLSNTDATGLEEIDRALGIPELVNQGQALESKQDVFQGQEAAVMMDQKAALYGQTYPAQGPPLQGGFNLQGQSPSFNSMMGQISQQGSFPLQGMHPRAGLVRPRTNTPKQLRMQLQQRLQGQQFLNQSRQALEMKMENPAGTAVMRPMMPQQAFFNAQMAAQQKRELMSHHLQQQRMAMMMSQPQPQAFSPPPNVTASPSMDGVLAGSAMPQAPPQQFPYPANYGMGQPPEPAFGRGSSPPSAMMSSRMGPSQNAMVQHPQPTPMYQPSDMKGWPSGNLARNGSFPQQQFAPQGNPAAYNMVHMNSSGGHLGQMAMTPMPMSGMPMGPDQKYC
IMP-1 inhibitor = blocks Pseudomonas aeruginosa IMP-1 metallo-beta-lactamase; inhibition, % at 5.6 µM; 290,000 tested, 0.45% active; AID 1556; purified IMP-1, nitrocefin hydrolysis, epi-absorbance fluorescence;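 active = inhibition above the mean plus 3 SD of all compounds in the same screening run, cut at about 4.5% in these data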;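 note: 0% = IMP-1 with DMSO and 100% = DMSO wells lacking enzyme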
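Assay system: purified IMP-1; Quantity: IMP-1 0.2 nM before substrate addition; Medium: HEPES buffer pH 7.1 with ZnSO4 and Brij 35; Incubation: 15 min enzyme–compound preincubation, then 25 min nitrocefin reaction, 25 °C; Signal: fluorescence quenching readout, ex 480/em 530 nm; Controls: DMSO with and without IMP-1; Repeats: singlicate testing.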
IDE cell activ = IDE (human) activation, cell-based; HEK cells, FAbeta-B cleavage, fluorescence polarization; 0% vehicle, 100% cell-free pure enzyme wells; activation, % at 5.96 µM; 340,000 tested, 0.073% active; AID 493087;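 active = activation above the mean of all tested compounds plus 3 SD, set per screening campaign, cut at about 17% in these data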
VIM-2 inh = blocks Pseudomonas aeruginosa VIM-2 metallo-beta-lactamase. purified VIM-2, nitrocefin hydrolysis, epi-absorbance fluorescence. inhibition, % at 5.6 µM. 290,000 tested, 0.89% active;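 active = inhibition above the mean of all tested compounds plus 3 SD, cutoff set per screening run, cut at about 7.5% in these data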;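 note: red hydrolysis product quenches plate fluorescence so inhibitors raise well fluorescence; 0% = enzyme with DMSO and 100% = DMSO without enzyme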
DNA FID counter = displaces DNA intercalator in HCV helicase counter-screen | inhibition, % at 7.9 µM | AID 1845 | 290,000 tested, 0.17% active | DNA fluorescent intercalator displacement, fluorescence; in the data active = inhibition above about 37%;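 note: 0% = vehicle and 100% = reference compound; higher means more ethidium bromide displaced from hairpin DNA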
HCV NS3 hel inh = blocks Hepatitis C virus NS3 helicase unwinding; inhibition, % at 10.9 µM; NS3 helicase DNA unwinding, Cy5 molecular beacon fluorescence; AID 1800; 290,000 tested, 0.56% active;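 active = inhibition above the mean of all tested compounds plus 3 SD, set per campaign, cut at about 35% in these data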;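 note: 0% = DMSO wells and 100% = thioflavine S control wells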
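assay system = NS3 helicase fragment of HCV | buffer or medium = MOPS pH 6.5, MgCl2, DTT, Tween20, BSA | timing = 60 min unwinding reaction at 25 °C after ATP addition | signal = Cy5 beacon fluorescence read at start and 1 h | read-out basis = % inhibition of unwinding | control set = low DMSO, high thioflavine S at 110 µM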
IDE cell inh = inhibits human insulin-degrading enzyme in HEK cells; FAbetaB cleavage, fluorescence polarization; AID 434962; P14735; inhibition, % at 5.59 µM; 320,000 tested, 0.41% active;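 active = percent inhibition above the average of all tested compounds plus 3 SD, set per screening campaign, cut at about 16% in these data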;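 note: IDE supplied by intact live HEK cells; FP after avidin binding of uncleaved biotin substrate so inhibition keeps polarization high; 0% = DMSO wells and 100% = 60 µM reference IDE inhibitor Ii1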
M18AAP inhibitor = blocks P. falciparum M18 aspartyl aminopeptidase; 290,000 tested, 1.2% active; AID 1822; inhibition, % at 7.35 µM; recombinant PfM18AAP, H-Glu-NHMec fluorogenic cleavage;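 active = inhibition above the campaign mean inhibition over all tested compounds plus 3 SD, cut at about 28% in these data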;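 note: 0% = plate median of test compound wells and 100% = 2 mM ZnCl2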
UBC9 SUMO inh = inhibitors of human SUMOylation (UBC9); AID 2006; inhibition, % at 35 µM; HTRF SUMOylation assay, SAE1/SAE2 + UBC9, in vitro; 290,000 tested, 0.36% active; in the data active = inhibition above about 50%, passing the limit was not always enough; note: strong numbers were not always called active
* marks the source's active call; other numbers are inactive results; · = not tested or not shown.

Molecule	M18AAP inhibitor	DNA FID counter	UBC9 SUMO inh	IDE cell inh	IMP-1 inhibitor	p-CIP stab down	IDE cell activ	HCV NS3 hel inh	VIM-2 inh
COc1ccc(C(=O)N2CCN(Cc3cc(OC)c(O)c(OC)c3)CC2)cc1OC	22	-2	18	-3	-2.4	-8	7	-2	-2.3
Cc1cc(N2CCN(c3nc(N4CCOCC4)nc4ccccc34)CC2)c2ccccc2n1	-8	-8	·	·	-3.5	·	·	2	2.5
O=C(c1cccc(S(=O)(=O)N2CCCC2)c1)c1cccc(S(=O)(=O)N2CCCC2)c1	-4	4	12	4	-4.5	-9	4	15	-4.7
COc1ccc(/C(C)=N/NC(=O)CNC(=O)/C=C\c2ccco2)cc1	-1	-8	7	-1	-5.8	-8	0	-6	-7.8
COc1ccc(OC)c(CCNC(=O)c2ccc3c(=O)[nH]c4c(C(=O)NC(C)C)sc(=S)n4c3c2)c1	2	-3	-8	0	-4.4	1	9	-21	0.9
O=C(NCc1cccnc1)c1ccc(S(=O)(=O)N2CCOCC2)cc1	4	-1	19	3	-4.0	-6	2	-5	-2.7
CCN1CCN(C(=O)N2CCOCC2)CC1	-14	-3	2	5	-0.9	-7	6	5	0.3
Cc1ccc(S(=O)(=O)N(C)C)cc1[N+](=O)[O-]	-7	-3	5	12	-1.9	0	5	-1	1.8
CCC(=O)NC(=S)Nc1cc(C(=O)O)ccc1OC	-3	4	0	0	-4.3	-3	-4	-4	-3.3
CCC(C)NC(=O)CC1Oc2ccc(Cl)cc2NC1=O (stereo unspecified)	6	-15	3	0	-2.9	-5	5	22	0.3
COc1ccc(-c2cc(C(F)(F)F)n3ncc(C(=O)N4CCc5ccccc5C4)c3n2)cc1	7	-7	32	4	-3.1	-17	5	-3	-3.3
C/C(=C\c1ccccc1)C(=O)Nc1cc(C)on1	1	-4	-6	-5	-3.1	-12	1	4	-5.5
CC(C)(C)c1csc(N(CCC#N)CCC#N)n1	-3	-4	3	-10	-3.0	-13	7	2	-2.4
Cc1ccc(OC(=O)c2oc3ccc(F)cc3c2C)c(C)c1	-9	3	17	-4	0.7	10	-3	7	0.2
Nc1n[nH]c(C2CC2)c1N=Nc1ccc(Cl)c(Cl)c1	6	9	5	-1	-3.1	-5	·	-19	0.3
COc1ccc(CCNC(=O)C2CCN(C(=O)c3cccc(Cl)c3)CC2)cc1OC	-7	-30	-5	-1	-2.3	2	6	-4	-0.1
CC(=O)Nc1ccc(N2CCN(c3ccc(C(F)(F)F)cn3)CC2)nc1	-3	-5	0	14	-1.0	-8	-19	7	-2.5
CCC1CCCCN1CC(=O)Nc1cc(C)nn1-c1nc(C)cc(C)n1 (stereo unspecified)	4	-23	-7	-2	-3.0	-3	1	-1	1.6
O=C(O)c1ccccc1CSc1nc2ccccc2s1	9	-20	0	-3	-3.9	-12	3	18	-2.3
O=C(COC(=O)c1n[nH]c2ccccc12)Nc1ccccc1	-4	-2	6	3	-0.8	9	4	-20	-2.6
CSCCC(NC(=O)COc1ccccc1)C(=O)Nc1ccc(C)cc1 (stereo unspecified)	-8	-19	-3	-3	-2.5	-4	-2	-2	-2.0
CCc1ccc(N2CC(C(=O)Nc3ccc4c(c3)OCCO4)CC2=O)cc1 (stereo unspecified)	10	-32	-5	-6	-1.7	5	-2	2	-4.4
CCCSC(=S)NC1CCS(=O)(=O)C1 (stereo unspecified)	-2	6	24	-1	0.0	-3	-3	3	0.0
CC(CNC(=O)C(C)(C)C)NC(=O)C(C)(C)C (stereo unspecified)	4	-4	-7	-1	-4.0	-6	-1	3	0.5
Cc1ccc(OCc2nnc(SCC(=O)N3CCc4ccccc43)n2C)cc1	-11	0	·	0	0.0	·	5	-10	-0.3
COc1ccc(/C=C(\NC(=O)c2cccs2)C(=O)NC(C)(C)C)cc1OC	0	-5	2	8	-3.6	5	-6	-6	-4.8
O=C(c1ccc(Cl)cc1)n1cnc2ccccc21	3	1	5	4	-3.9	-8	2	8	-2.8
COc1ccc2oc(=O)c(/C(C)=N/Nc3nc(-c4cc(C)ccc4C)cs3)cc2c1	1	1	14	-5	-2.7	-7	-2	7	-1.3
CS(=O)(=O)c1sc2nc(-c3cccs3)cc(-c3ccccc3)c2c1N	8	-10	30	1	2.4	-26	0	46*	-0.7
O=C(NCCCN1CCCC1=O)[C@H](CSCc1ccccc1)N1Cc2ccccc2C1=O	4	-34	8	10	-2.3	2	-7	-2	-2.2
CC1CCCN(CCCNC(=O)CN2C(=O)COc3ccc(S(=O)(=O)N4CCOCC4)cc32)C1 (stereo unspecified)	0	4	-6	-5	-0.4	2	6	6	-2.4
O=C(NCc1ccc(Cl)cc1)C1CCC(CNc2c(N3CCCC3)c(=O)c2=O)CC1 (stereo unspecified)	11	-32	14	6	-1.9	-6	-3	12	-2.0
O=C(CN1CCCCC1)Nc1ccc(C(F)(F)F)cc1Cl	-8	1	12	-1	-2.3	4	6	8	1.0
CCN1C(=O)/C(=C\c2ccco2)C(C(=O)OC)=C1C	-5	-4	12	7	-4.0	-6	-1	-1	-1.8
CCCN(CCC)CC(=O)NCC1(c2ccccc2)CCOCC1	-1	-3	-2	2	-3.3	-15	4	2	-4.1
COc1ccccc1C(=O)NC(CCSC)C(=O)NNC(=O)c1csc(N2CCOCC2)n1 (stereo unspecified)	2	-31	2	6	-4.6	-7	0	6	-3.0
CC(C)(O)c1[nH]c2ccc(C(F)(F)F)cc2c1C(C)(C)O	1	3	1	5	0.7	10	-2	5	-1.4
Cc1ccc(S(=O)(=O)Cn2nnnc2C(C(C)C)N2CCSCC2)cc1 (stereo unspecified)	-3	-20	21	0	-2.4	-12	-3	-9	-4.3
CC(Cc1ccccc1)N/C=C1\CC(=O)NC1=O (stereo unspecified)	0	0	-5	-4	-2.4	-9	-1	-2	-3.8
Cc1ccc(C(=O)N/C(=C/c2ccco2)C(=O)N2CCOCC2)cc1	11	-14	14	-1	-2.0	-3	-1	6	-0.1
O=C1CCC(=O)N1OCCOc1ccc(Cl)c2ccccc12	0	-4	10	1	-1.8	-5	1	-5	-2.7
Cc1cc(C)c(C)c(S(=O)(=O)N2CCCN(C)CC2)c1C	-2	6	8	0	-4.0	-10	2	1	-3.0
N#C/C(=C\c1cn(CCOc2ccccc2F)c2ccccc12)C(=O)NCc1cccs1	-2	1	18	1	-0.6	0	6	-8	-3.2
Cc1cc(Br)ccc1OCC(=O)N(Cc1nc(-c2ccccc2)no1)C(C)C	0	-23	-17	-4	-2.1	2	2	-7	-2.5
CCCCCC(=O)NC(=S)Nc1ccc(Br)cc1C	0	1	11	3	-0.2	-9	5	-4	-2.8
CCCOc1ccc(-c2nc(N3CCN(CC)CC3)c3ccccc3n2)cc1	0	29	-12	2	-2.3	8	-3	-54	1.3
NC(=O)C(c1ccc(Sc2ccccc2)nn1)c1ccc(Cl)cc1Cl (stereo unspecified)	0	-24	-8	-2	-2.1	-1	1	-9	-1.1
COc1ccc(Cl)cc1NC(=O)c1cc(-c2ccccc2)on1	3	-9	10	5	-2.5	8	2	4	0.5
CC1CCCCC1Nc1ncnc2sccc12 (stereo unspecified)	2	-6	1	-3	-4.8	-8	3	0	-2.4
C#CCOCCOCCOCCNc1nc(N2CCOCC2)nc(N2CCN(C(=O)[C@H]([C@@H](C)CC)n3cc(CCCN=C(N)N)nn3)CC2)n1	-4	5	29	1	-1.9	-7	-5	-30	-2.6

Additional compounds.
Molecule	M18AAP inhibitor	DNA FID counter	UBC9 SUMO inh	IDE cell inh	IMP-1 inhibitor	p-CIP stab down	IDE cell activ	HCV NS3 hel inh	VIM-2 inh
COc1ccc(-n2c(Cc3cccn3C)nnc2SCC(=O)Nc2cccc(NC(C)=O)c2)cc1	2	-35	8	0	-1.1	-3	5	2	-4.8
COC(=O)c1cccc(NC(=O)C2COc3ccccc3O2)c1 (stereo unspecified)	-7	-11	1	4	-0.2	0	-2	-6	0.0
CC(=O)c1cccc(NC(=O)CNC(=O)Cc2ccccc2)c1	-6	1	-3	0	-0.4	4	4	3	0.4
CCn1cc(CN2CCN(Cc3ccsc3)C(CCO)C2)cn1 (stereo unspecified)	-5	10	-10	0	-3.3	2	1	5	-1.6
Cc1nc(-c2nc(-c3c(C(=O)NNC(=O)Nc4cccc(Cl)c4)noc3C)cs2)cs1	-5	-21	24	3	-3.6	-11	·	6	-2.9
Cc1csc(NC(=O)CSc2nnc(-c3ccoc3C)o2)n1	27	1	16	5	-2.7	-6	-2	25	-0.3
Cc1cc(/C=C2/C(=N)N3C(=NC2=O)SN=C3S(C)(=O)=O)c(C)n1-c1ccccc1	3	-33	18	-2	-3.0	-8	4	20	-3.9
CCOC(=O)c1cccc(N2C(=O)Nc3ccccc3N2O)c1	-6	0	8	-10	-2.9	-4	6	-5	-4.0
Cc1ccc(S(=O)(=O)NNC(=O)c2ccc(F)cc2)cc1	12	-1	-4	0	0.6	4	0	15	2.0
COc1cc(/C=C/C(=O)OCC(=O)NC(=O)NC(C)(C)C)cc(OC)c1OC	0	-16	18	2	-2.5	-6	4	-3	-1.0
N#C/C(=C\c1cccnc1)C(=O)Nc1ccc(Cl)cc1	5	-4	-2	0	-4.4	2	4	2	-1.4
